# PPC-1+TRAIL kill – PPC-1 cancer cell killing with TRAIL present | 0.41% of 220,000 active | cell killing (% activity), % at 4 µM | PPC-1 cells + TRAIL, ATPLite viability luminescence;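 active means cell killing above 50% in the first pass at 4 µM, then a duplicate retest at 5 µM averaging 50% or more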;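 further: plate controls were cells with TRAIL plus DMSO for no effect and medium-only wells lacking cells for full effect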
# Calpain2 inh – blocks pig calpain II enzyme activity | purified calpain II, fluorogenic peptide substrate, 30 min | inhibition, % at 16 µM | 0.37% of 220,000 active;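 active means inhibition above about 50%, limit read from the data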
# Furin inhibitor – inhibitors of human furin. purified furin, fluorogenic substrate cleavage. 0.061% of 220,000 active. AID 463115. P09958. inhibition, % at 30 µM; in the data active means inhibition above about 25%; further: inactives centre near -15
# TRPML3 ag – human mucolipin-3 channel agonism; Q8TDD5; HEK293 TRPML3-YFP, Fluo-8 calcium fluorescence; 100% = the carbachol control signal; activation, % at 3 µM; 0.29% of 220,000 active; AID 1448;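 active means activation above its plate's cutoff, the mean activation of the plate's test wells plus 3 SD, cut at about 12% in these data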;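 further: 0% = DMSO only wells and 100% = carbachol wells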
#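 Material: TRPML3-YFP stable HEK293 cells | Dosing: One concentration, 3 µM nominal, 0.3% DMSO | Timing: 125 s total fluorescence read per well | Technique: Fluo-8 calcium dye fluorescence, ex 470-495, em 515-575 nm | Measure: Percent activation from peak-to-basal fluorescence ratio, scaled between DMSO and carbachol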
# TbHK1 inh – T. brucei hexokinase 1 inhibition; recombinant TbHK1, G6PDH-coupled NADH A340; 0.11% of 220,000 active; inhibition, % at 10 µM;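 active means inhibition of 50% or more in the single-dose primary screen; inactive means inhibition below 50%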
# KCC2 mod – KCC2 (human) Cl- transport modulation | B-score of Tl+ flux slope (higher = more flux/activation; lower = inhibition) at 10 µM | Q9H2X9 | 2.2% of 190,000 active | KCC2 cells, thallium flux FluoZin-2 fluorescence;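 active means thallium flux slope and its plate-corrected score both differing from the plate sample mean at a set confidence after two filtering rounds, in either direction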;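 further: slope of fluorescence scaled to starting intensity during 10 to 20 s after thallium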
# Target sequence (Q9H2X9 whole entry, looked up): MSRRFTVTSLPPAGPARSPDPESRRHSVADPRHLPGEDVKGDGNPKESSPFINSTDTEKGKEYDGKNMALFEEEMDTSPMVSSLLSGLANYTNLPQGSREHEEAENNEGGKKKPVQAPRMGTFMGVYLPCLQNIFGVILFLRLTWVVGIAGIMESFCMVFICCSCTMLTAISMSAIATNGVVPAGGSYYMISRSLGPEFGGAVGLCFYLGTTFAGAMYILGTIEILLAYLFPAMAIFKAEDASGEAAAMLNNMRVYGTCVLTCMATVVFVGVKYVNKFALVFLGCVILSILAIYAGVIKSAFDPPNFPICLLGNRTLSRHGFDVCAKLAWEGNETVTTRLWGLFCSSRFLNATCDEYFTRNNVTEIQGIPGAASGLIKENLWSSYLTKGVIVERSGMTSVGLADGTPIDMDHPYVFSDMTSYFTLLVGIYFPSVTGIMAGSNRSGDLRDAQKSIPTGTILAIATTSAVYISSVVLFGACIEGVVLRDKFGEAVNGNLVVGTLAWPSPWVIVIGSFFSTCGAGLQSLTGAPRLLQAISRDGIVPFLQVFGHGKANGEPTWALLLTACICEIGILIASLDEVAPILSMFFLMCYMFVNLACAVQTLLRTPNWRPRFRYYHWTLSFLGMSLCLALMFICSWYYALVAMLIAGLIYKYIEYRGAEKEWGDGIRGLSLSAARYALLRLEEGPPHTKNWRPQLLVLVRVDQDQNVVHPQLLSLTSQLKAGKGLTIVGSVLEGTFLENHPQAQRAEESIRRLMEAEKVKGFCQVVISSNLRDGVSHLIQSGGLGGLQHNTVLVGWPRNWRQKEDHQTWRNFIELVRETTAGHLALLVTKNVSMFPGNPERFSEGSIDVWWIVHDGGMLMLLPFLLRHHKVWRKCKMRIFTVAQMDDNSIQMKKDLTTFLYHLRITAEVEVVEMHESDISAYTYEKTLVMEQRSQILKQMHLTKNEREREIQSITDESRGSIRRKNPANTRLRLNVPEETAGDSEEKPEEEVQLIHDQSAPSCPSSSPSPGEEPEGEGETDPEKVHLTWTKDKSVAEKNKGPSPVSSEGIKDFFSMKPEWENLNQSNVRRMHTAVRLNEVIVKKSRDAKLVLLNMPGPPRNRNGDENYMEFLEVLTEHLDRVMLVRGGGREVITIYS
# TRPN1 ag – zebrafish TRPN1 (NompC) channel agonism | HEK293 zebrafish TRPN1-YFP, Fluo-8 calcium fluorescence; 100% = response to 87 µM carbachol | activation, % at 3 µM | 0.18% of 220,000 active;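 active means activation above its plate's cutoff, the mean activation of test wells on that plate plus 3 SD, cut at about 19% in these data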;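 further: 0% = DMSO alone and 100% = 87 µM carbachol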
#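 System: zebrafish TRPN1-YFP in HEK293 cells / Dosing: 3 µM single point / Timing: dye loading 1 h at 37 °C, then 30 min room temperature / Signal: Fluo-8 calcium fluorescence, excitation 470-495 nm, emission 515-575 nm / Read-out basis: percent activation from peak over basal fluorescence ratio, control-normalized / Control set: high carbachol 87 µM, low DMSO alone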
# thrombin 1536 – thrombin (human) inhibition; alpha-thrombin, Boc-VPR-AMC fluorogenic substrate cleavage; inhibition, % at 5 µM; 0.26% of 220,000 active; AID 1046;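 active means inhibition at or above 40%; inactive means inhibition below 40%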;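 further: 0% = enzyme with no compound and 100% = wells without enzyme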
#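 Test system: human alpha-thrombin; medium: pH 7.5 Tris-saline with Tween 20; times: reaction at room temperature; signal: AMC fluorescence at 355 nm excitation and 460 nm emission; also added: Boc-VPR-AMC substrate, 15 µM final; dosing: one concentration per compound, 5 µM, with 0.2% DMSO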
# EBV gp42 inh – EBV gp42 inhibition. Q1HVG2. Fluorescence polarization binding assay, mP read-out. inhibition, % (tested at 21.74 µM). 0.42% of 220,000 active; in the data active means inhibition above about 50%
# The depositor's hits bear a star; i = inactive; . = no result given; [ ] = another dose, or the depositor's remark.
Molecule	TRPN1 ag	Furin inhibitor	EBV gp42 inh	TRPML3 ag	thrombin 1536	Calpain2 inh	TbHK1 inh	PPC-1+TRAIL kill	KCC2 mod
CCOC(=O)N1CCN(S(=O)(=O)c2ccc3c(c2)CCN3C(=O)C2CCC2)CC1	1.5	-10	-17	0.0	3	17	-2	14	0.18
Cc1ccc(/C=N/NC(=O)Cc2cccs2)o1	0.9	-17	2	0.4	-1	-7	-8	27	-0.08
COc1cc(C)c(C(C)C)cc1S(=O)(=O)n1ccnc1	-0.9	-13[20 µM]	-11	-0.1	-4	-7	1	24	-0.26
COc1ccccc1Oc1ccc2c(c1)C(=O)N(c1ccc(O)cc1)C2=O	0.7	-31	-16	0.7	4	-4	-3	-4	0.097
COc1ccc(C(C(=O)NCc2ccccc2)N(Cc2ccc3c(c2)OCO3)C(=O)c2cnccn2)cc1 (centres undefined)	0.5	-11[20 µM]	1	0.5	-6	-14	-13	13	.
CSc1ccccc1-n1nnnc1SCC(=O)Nc1ccccc1C	-0.7	-20[20 µM]	-18	0.1	-4	19	5	1	.
COc1cc(OC)cc(-c2cc3nc4c(c(N5CCN(c6ncccn6)CC5)n3n2)CCCC4)c1	-0.2	-21	-10	0.1	-4	-75	-11	-8	-1.4
Cc1ccc(NC(=S)NCCc2ccccc2)nc1	-1.1	-15	1	-0.5	-1	16	7	-11	0.33
COc1ccc(OC)c(NC(=O)CSc2nc3cccnc3n2C)c1	-0.1	-12[20 µM]	-9	1.1	-6	-9	-8	4	-0.2
COC(=O)c1ccc(COc2ccccc2/C=C(\C#N)C(=O)Nc2c(C)cc(C)cc2C)cc1	0.0	-2	-6	0.2	20	-37	-7	-7	1.1
Cc1ccc(-n2c(SCC(=O)N3CC(=O)Nc4ccccc43)nc3ccccc3c2=O)cc1	7.1	-10	-17	1.6	-1	-71	-6	4	0.084
Cc1cc(N2CCC(N(C)C3CCCC3)CC2)nc2cc(O)ccc12	1.7	-22	-8	0.3	-8	-486	-6	-3	2.3
CCOc1ccc(N(CC(=O)Nc2ccc(OC)cc2)S(C)(=O)=O)cc1	-0.3	-26	-7	0.6	3	-59	-4	1	-0.79
COc1ccc(NC(=O)c2cc3ccc4c5ccccc5[nH]c4c3cc2O)cc1	-0.2	-3	-13	0.1	-4	3	-23	-24	-0.097
COc1cc(C(N)=O)cc(Cl)c1OC	0.2	-18	-13	-0.2	2	16	1	7	0.51
COc1ccc(-c2noc(COc3ccc4c(c3)OCO4)n2)cc1OC	0.9	-22[20 µM]	-16	1.1	-6	20	-3	27	1.4
COc1ccc(-c2cc(C(F)(F)F)nc(SCCC(=O)NCc3ccco3)n2)cc1	-0.5	-4[20 µM]	-23	-0.5	-1	-14	9	2	1.7
Cn1c(=O)n(C)c2cc(/C=N/n3cnnc3)ccc21	0.8	-23	-12	-0.5	3	-98	-49	-5	.
Cc1cc(C)c2c(n1)nn1c(NCCOCCO)cc(C)nc21	0.4	-22	-3	-0.2	-8	i	-24	10	0.028
O=C(Nc1ccc2c(c1)OCCO2)C1CCN(S(=O)(=O)Cc2ccccc2)CC1	0.6	-32	3	0.6	-6	23	3	20	-2.7

# (more compounds)
Molecule	TRPN1 ag	Furin inhibitor	EBV gp42 inh	TRPML3 ag	thrombin 1536	Calpain2 inh	TbHK1 inh	PPC-1+TRAIL kill	KCC2 mod
CN(C)c1cccc(NC(=O)Cc2ccc(F)cc2)c1	0.1	-34	4	0.2	-5	-10	-4	2	0.16
CN1CCC2(CC1)N=C(c1ccc(F)cc1)C(=S)N2C(=O)c1ccccc1	1.6	-17	-13	0.3	-6	0	-14	22	-0.9
CCOc1ccc(OCCOCCN2CCOCC2)cc1	0.7	-9[20 µM]	6	1.1	-4	24	-3	5	-0.29
Cc1cccc2cc(C3CC(c4cccs4)=NN3C(=O)CCC(=O)O)c(Cl)nc12 (centres undefined)	2.7	-8	-10	0.5	-1	-34	-17	12	-0.51
COC(=O)CCN(C(=O)c1cc([N+](=O)[O-])cc([N+](=O)[O-])c1)c1ccccn1	0.4	-28	-7	0.9	-11	-26	-4	2	-0.52
COc1ccc(C(C)=O)cc1CSCCC#N	-0.1	2[20 µM]	-10	2.2	2	-23	8	-4	.
CCc1ccc(/C=C2/C(=O)N(C)C(=S)N2CC(=O)OC)s1	-3.1	3	-8	-0.7	8	-20	-9	4	-0.43
COc1cc(/C=C(\C#N)c2nc3ccccc3[nH]2)ccc1OC(=O)c1ccco1	1.4	-17	2	0.5	-10	-5	-16	21	-1.5
Cc1nc2ccccc2c2oc(C(=O)N3CCc4ccccc4C3)cc12	1.9	-7	8	0.5	2	-98	-19	-26	-2.3
c1cc(-n2nnc3cnccc32)ccn1	1.6	-24	-10	1.1	2	-19	-2	-11	-0.71
Cc1ccc(-c2csc(NC(=O)c3cccs3)n2)cc1	-1.0	-13[20 µM]	-13	0.0	-2	-13	16	4	0.0071
CSc1nnc2c(n1)OC(c1cn(C)c3ccccc13)N(C(C)=O)c1ccccc1-2 (centres undefined)	0.8	-14[20 µM]	-4	0.5	-10	-46	-9	9	-0.57
COc1cccc(Nc2nc(CN3CCOCC3)nc3sc4c(c23)CCCC4)c1	0.0	-13	-2	-0.2	-2	-4	-8	-2	-0.93
CC(=O)OCc1nc2sc3c(c2c(=O)[nH]1)CCCC3	0.1	-14[20 µM]	-3	0.7	1	-19	1	14	1.1
COc1ccc(COCCN2CCN(S(=O)(=O)c3ccc(C)cc3)CCC2=O)cc1	1.7	-9	2	1.6	-2	19	-1	-8	-0.15
COC(C(=O)Nc1cccc([N+](=O)[O-])c1)c1ccccc1 (centres undefined)	-0.7	-7	11	0.3	-1	-3	1	23	2
O=C(NC(=S)Nn1cnnc1)c1ccccc1Cl	2.2	-1	-4	0.8	45*	5	9	18	0.71
c1c2c(cc3sc(N4CCOCC4)nc13)OCCO2	-0.1	-27	-11	-0.1	2	17	1	63*[5 µM]	-0.026
O=C(CN1CCN(c2ccc(F)cc2)CC1)N1CCC(Cc2ccccc2)CC1	2.5	-5	-15	0.1	3	-12	-5	18	-1.3
CCC(=O)Nc1ccc(NC(=O)c2ccco2)c(OC)c1	1.0	-28[20 µM]	-12	0.3	-2	-8	-2	-8	-0.62

# (continued)
Molecule	TRPN1 ag	Furin inhibitor	EBV gp42 inh	TRPML3 ag	thrombin 1536	Calpain2 inh	TbHK1 inh	PPC-1+TRAIL kill	KCC2 mod
CC(C)c1ccc(NC(=O)C(=O)c2cn(CC(=O)N3CCCCC3)c3ccccc23)cc1	-0.4	-25	-15	1.5	-8	-13	-16	-2	-0.31
COCC(=O)/C=C1\Sc2ccccc2N1C	-1.5	2[20 µM]	-8	-0.2	-11	16	-49	-1	0.13
CN(C)S(=O)(=O)c1ccc(C(=O)NCC(=O)N/N=C/c2cccs2)cc1	1.7	-6	4	0.8	-11	0	-4	4	0.84
O=C(Nc1nc(-c2cc3ccccc3oc2=O)cs1)c1ccc(Br)o1	-0.4	-9[20 µM]	10	0.4	-2	-241	-17	23	-0.96
Cc1cccc(-n2c(N)cc(=O)nc2SC(C)C(=O)NC2CCCCC2)c1 (centres undefined)	-2.1	-14	-8	0.7	1	17	0	10	.
Cc1ccc2sc(NC(=O)CN3C(=O)CCC3=O)nc2c1C	0.7	-20	-8	1.6	1	-24	7	-4	0.52
CCN(CC)c1ccc(-c2n[nH]c(=S)n2-c2ccccc2C)cc1	-3.2	-26	-10	-1.8	-7	5	-3	29	0.11
COc1ccc(CCn2c(N)c(C(=O)NCc3ccco3)c3nc4ccccc4nc32)cc1	0.7	-21	-15	0.2	-3	-491	-7	2	0.55
O=C(NN1C(=O)C2C(c3ccccc3)C=CC(c3ccccc3)C2C1=O)c1ccncc1 (centres undefined)	-0.9	-15	-11	0.3	2	-18	-2	2	-0.0076
Cc1nc(CSc2ccc(Cl)cc2)cc(N2CC(C)OC(C)C2)n1 (centres undefined)	-3.2	-26	-16	-0.8	-1	5	-3	12	0.017
CCNC(=O)N(C)c1nncnc1C(=O)NC	0.3	-7[20 µM]	-5	0.4	-5	4	5	11	-0.23
CN(C(=O)C1CCOC1)c1nnc(-c2cnccn2)s1 (centres undefined)	0.7	-2	-5	-0.3	-4	-53	-19	6	.
CCc1nc2ccccc2c(=O)n1NC(=O)c1c(O)c2cccc3c2n(c1=O)CCC3	1.8	-29	-5	0.5	2	-315	-6	13	-1.8
COc1ccc(NC(=O)c2cc(CC(C)C)on2)cc1OC	-0.1	-18	-7	0.5	-6	-3	3	6	0.42
COc1cccc(Oc2nccc(N(C)C)c2C#N)c1	0.2	-9	-2	0.3	2	4	-7	8	0.065
O=C(Nc1ccc2c(c1)OCCO2)c1cncc(Br)c1	-0.8	-11[20 µM]	-11	0.1	-4	9	-4	30[5 µM]	0.0091
CCOCCCNC(=O)c1c[nH]c2ccc(C)cc2c1=O	0.1	-8[20 µM]	-16	1.5	3	-12	-6	24	1.3
COc1cc2[nH]c(=S)nc(Nc3ccc(NC(C)=O)cc3)c2cc1OC	-1.0	-8	0	1.4	-6	-8	-23	12	0.52
Cc1ccc(-c2noc(CCC(=O)Nc3ccccc3C)n2)cc1	-1.6	-11	-7	-0.5	-5	-35	7	15	-2.3
COc1ccc(S(=O)(=O)N2CCCCC2)cc1NC(=S)Nc1cccc(Cl)c1C	1.6	-9	16	-0.3	-5	1	6	0	1

# Later entries
Molecule	TRPN1 ag	Furin inhibitor	EBV gp42 inh	TRPML3 ag	thrombin 1536	Calpain2 inh	TbHK1 inh	PPC-1+TRAIL kill	KCC2 mod
O=c1cc(-c2ccccc2)[nH]c2[nH]n(-c3ccccc3)c(=O)c12	2.0	-14	-9	-0.1	-4	-24	-15	-12	0.91
C/C=C/CSc1nc2c(c(=O)[nH]c(=O)n2C)n1C(C)C	0.0	-12[20 µM]	-6	0.5	-3	42	-2	-6	.
O=C(CSc1nnc(NC(=O)C2CCC2)s1)NC1CC1	0.3	-14[20 µM]	-9	-0.1	-10	-6	-2	23	0.37
CCOC(=O)c1cccc(NC(=O)c2cnc3ccccc3n2)c1	-1.3	-15[20 µM]	-25	-0.2	-2	15	-9	10	0.031
CCCn1nc2cc(C(=O)NCC34CC5CC(CC(C5)C3)C4)ccc2c1OCC	-2.2	-17[20 µM]	-10	-1.4	3	-233	-3	21	-1.7
Cc1ccnc2nc(C(=O)Nc3nccs3)nn12	1.3	-11[20 µM]	-28	0.2	4	-16	-27	4	-0.23
CCCC(=O)c1c[nH]c(C(=O)NCc2cccnc2)c1	1.9	-12	-10	0.9	3	-10	-4	1	-0.39
O=C(NCC(c1ccc(F)cc1)N1CCOCC1)c1ccc(Br)o1 (centres undefined)	0.1	-22	-9	0.3	-5	22	2	-18	0.11
Cc1ccc2c(c1C)NC(C)CC2C (centres undefined)	0.8	26*[20 µM]	0	0.7	-4	15	1	-14	.

# Structures shown so far that have a nitro group on carbon (2):
Molecule	TRPN1 ag	Furin inhibitor	EBV gp42 inh	TRPML3 ag	thrombin 1536	Calpain2 inh	TbHK1 inh	PPC-1+TRAIL kill	KCC2 mod
COC(=O)CCN(C(=O)c1cc([N+](=O)[O-])cc([N+](=O)[O-])c1)c1ccccn1	0.4	-28	-7	0.9	-11	-26	-4	2	-0.52
COC(C(=O)Nc1cccc([N+](=O)[O-])c1)c1ccccc1 (centres undefined)	-0.7	-7	11	0.3	-1	-3	1	23	2

# Source: PubChem (several laboratories)
